USP1-UAF1 inh: Inhibitors of USP1/UAF1: Primary Screen; Ubiquitin carboxyl-terminal hydrolase 1 (Homo sapiens), O94782; recombinant USP1/UAF1, Ub-Rhodamine cleavage fluorescence; Potency, µM (titrated, usually from 57.1 µM), for the others: at the highest dose activity change, negative = inhibition, actives largely listed as inhibitors; actives 0.23% (n = 390,000); note: potency is the fitted concentration of half-maximal effect; % is set by controls: 0 for no effect and ±100 for the full control effect; nearly all actives have a fitted effect of over 60% in size; inactives centre near -12
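1 nM enzyme complex + cpd, 15 min RT; start with Ub-Rho 150nM final; kinetic fluorescence ex 480/em 540, 6 reads q60 s. Buffer 50mM HEPES pH 7.8, 0.5mM EDTA, 0.1 mg/ml BSA, 1mM TCEP, 0.01% Tween-20.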
rTrxR1 inhibitor: qHTS Assay for Inhibitors of Mammalian Selenoprotein Thioredoxin Reductase 1 (TrxR1): qHTS; Thioredoxin reductase 1, cytoplasmic (Rattus norvegicus), O89049; recombinant rTrxR1, NADPH fluorescence consumption, selenite substrate; Potency, µM (doses to about 114 µM), for inactives: at the highest dose activity change, negative = inhibition, usual class: inhibitors; actives 1% (n = 390,000); note: potency is the fitted concentration of half-maximal effect; % is set by controls: 0 for no effect and ±100 for the full control effect; nearly all actives have a fitted effect of over 65% in size
Target sequence (O89049 whole entry, looked up): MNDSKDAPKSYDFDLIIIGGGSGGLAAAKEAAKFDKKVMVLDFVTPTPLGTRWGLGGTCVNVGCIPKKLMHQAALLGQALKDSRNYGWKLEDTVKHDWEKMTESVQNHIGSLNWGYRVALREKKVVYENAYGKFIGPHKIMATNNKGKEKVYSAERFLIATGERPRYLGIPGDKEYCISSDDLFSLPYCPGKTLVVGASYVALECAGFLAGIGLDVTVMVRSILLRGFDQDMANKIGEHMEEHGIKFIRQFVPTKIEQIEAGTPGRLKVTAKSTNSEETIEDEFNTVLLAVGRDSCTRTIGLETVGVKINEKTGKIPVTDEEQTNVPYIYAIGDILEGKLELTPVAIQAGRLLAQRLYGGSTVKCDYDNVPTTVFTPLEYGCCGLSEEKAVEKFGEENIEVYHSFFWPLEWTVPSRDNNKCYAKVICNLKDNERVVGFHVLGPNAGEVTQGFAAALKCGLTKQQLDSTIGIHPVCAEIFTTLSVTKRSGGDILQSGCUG
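Rat TrxR1 (90 nM in the dispensed reagent) was pre-reduced with 400 uM NADPH for 5 min at room temperature, then incubated with compound for 15 min. After 400 uM selenite was added, NADPH fluorescence (Ex 340/Em 450 nm) was followed for 8 min.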
Glioma ERSR ind: qHTS for Inducers of the Endoplasmic Reticulum Stress Response (ERSR) in Human Glioma: qHTS | U87-MG GRP78 promoter luciferase reporter, 16 h | Potency, µM, inactives show top-dose activation, most hits filed as activators | actives 0.02% (n = 420,000) | AID 602332, 2012; note: potency is the fitted concentration of half-maximal effect; series mostly up to about 76 µM; % of control where 0% means no effect; nearly all actives have a fitted effect of over 35% in size
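Stably transfected U87-MG human glioma cells carrying a GRP78-based luminescent sensor were seeded at 1000 cells/well, pin-dosed with compounds and incubated 16 h. Luciferase reagent was then added, and end-point luminescence was read after 10 min at room temperature.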
LDHA block: qHTS assay for inhibitors of human lactate dehydrogenase; activity change, % (values are at about 110 or 230 µM); L-lactate dehydrogenase A chain (Homo sapiens), P00338; actives 0.15% (n = 480,000); purified LDHA, NADH/diaphorase-resazurin fluorescence; active compounds read low; in the data active = activity change below about -30%; inconclusive = mostly about -25% to -30%;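 note: plate controls were DMSO wells for no effect and wells without enzyme for full effect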
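Resorufin fluorescence (ex540/em590), read at 0 and 20 min after diaphorase/resazurin addition, reports the NADH left after a 5 min room-temperature reaction of 2 nM human LDH5 with 0.06 mM NADH and 0.2 mM pyruvate.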
RGS4 inhibitor: Inhibitors of Regulator of G Protein Signaling (RGS) 4: qHTS. Regulator of G-protein signaling 4 (Homo sapiens), P49798. Transcreener GDP fluorescence polarization, RGS4-accelerated GTP hydrolysis. Potency, µM (series often up to 114 µM), for the others: top-dose activity change, negative = inhibition, most hits filed as inhibitors. actives 0.039% (n = 390,000). AID 504845, 2011; note: potency is the fitted concentration of half-maximal effect; % is set by controls: 0 for no effect and ±100 for the full control effect; nearly all actives have a fitted effect of over 75% in size; some results filed as inactive show a strong effect at the top dose
Target sequence (P49798 whole entry, looked up): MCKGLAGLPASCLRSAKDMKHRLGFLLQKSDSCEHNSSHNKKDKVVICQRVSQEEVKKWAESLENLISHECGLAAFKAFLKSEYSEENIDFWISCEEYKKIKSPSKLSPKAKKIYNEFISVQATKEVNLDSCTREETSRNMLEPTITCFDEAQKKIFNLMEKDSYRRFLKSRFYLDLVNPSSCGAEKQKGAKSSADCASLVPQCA
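MLSMR compounds (23 nl, pin-transferred) preincubated 10 min at room temperature with a 500nM (2x) first reagent, then RGS4 at 900nM (2x) plus Transcreener GDP mix added; fluorescence polarization (620/688 nm) read before and after 90 min at 30 °C.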
Vif-APOBEC3G blk: qHTS for Inhibitors of Vif-A3G Interactions: qHTS; actives 0.076% (n = 410,000); DNA dC->dU-editing enzyme APOBEC-3G (Homo sapiens), Q9HC16; AID 602310, 2012; HeLa A3G-eYFP + Vif (tagged APOBEC3G with the HIV-1 protein that degrades it), YFP fluorescence, overnight; Potency, µM (titrated, usually from 46.1 µM), without a hit: at the top dose activity, negative = active, usual class: inhibitors;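 note: potency is the fitted concentration of half-maximal effect; % is set by controls: 0 for no effect and ±100 for the full control effect; nearly all actives have a fitted effect of over 60% in size; hits raise eYFP signal because A3G escapes Vif-driven loss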
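Read-out is eYFP fluorescence (Ex 488/Em 500-530) from Vif-expressing HeLa A3G-eYFP cells; more signal means A3G escaped Vif-mediated degradation. Cells plated overnight, compound pinned in, incubated overnight at 37 deg C.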
TrxR1 substrate: qHTS Assay for Substrates of Mammalian Selenoprotein Thioredoxin Reductase 1 (TrxR1): qHTS; purified TrxR1 substrate turnover, NADPH consumption readout; Potency, µM (highest dose often 114 µM), for inactives: at the highest dose activity change, negative = substrate turnover; actives 0.01% (n = 390,000); AID 588456, 2011; note: potency is the fitted concentration of half-maximal effect; % is set by controls: 0 for no effect and ±100 for the full control effect; nearly all actives have a fitted effect of over 50% in size
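Rat TrxR1, dispensed at 90 nM, was prereduced with 400 uM NADPH (final) for 5 min at ~22 deg C, then incubated with compound 15 min before 400 uM selenite. A first-read NADPH fluorescence drop versus no-compound background flagged substrates.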
Vif-A3F inh: qHTS for Inhibitors of Vif-A3F Interactions: qHTS; HeLa A3F-eYFP + Vif (tagged APOBEC3F with the HIV-1 protein that degrades it), YFP fluorescence increase; Potency, µM (series often up to 46.1 µM), inactives show at the top dose activity, negative = active; actives 0.2% (n = 390,000); AID 602313, 2012; note: potency is the fitted concentration of half-maximal effect; % of control where 0% means no effect; nearly all actives have a fitted effect of over 65% in size
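HeLa cells stably expressing Vif plus C-terminally eYFP-tagged A3F were seeded, incubated overnight at 37 deg C, dosed with compound, incubated overnight again at 37 deg C. Yellow fluorescence (Ex 488/Em 500-530) reported blocked Vif-mediated A3F-eYFP degradation.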
mIDH1 inhibitor: qHTS for Inhibitors of mutant isocitrate dehydrogenase 1 (IDH1): qHTS | AID 602179, 2012 | Potency, µM (titrated, usually from 76.6 µM), for inactives: top-dose activity change, negative = inhibition, actives largely listed as inhibitors | Isocitrate dehydrogenase [NADP] cytoplasmic (Homo sapiens), O75874 | actives 0.093% (n = 390,000) | IDH1-R132H enzyme, NADPH consumption, diaphorase/resazurin fluorescence; note: potency is the fitted concentration of half-maximal effect; % is set by controls: 0 for no effect and ±100 for the full control effect; nearly all actives have a fitted effect of over 65% in size
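IDH1-R132H (0.5 ug/mL dispensed) in pH 7.5 Tris buffer was preincubated 30 min with compound, then given a substrate mix of 0.016 mM NADPH and 2 mM alpha-KG for 80 min at room temperature; remaining NADPH was read by diaphorase/resazurin fluorescence.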
Numbers without * were called inactive; u = inconclusive; x = no result given; & = joins results of further samples; [ ] = another dose, or the depositor's remark. Unless noted, calls come from the whole dose curve; as a rule, active = well fitted curve in the direction sought with a large enough effect; inconclusive = small, poorly fitted or top-dose-only effect, or another doubt; inactive = no such curve, though single readings can be large; an effect the other way counts as inactive or inconclusive. A portion of the library; the hit share may differ from the screen's.

SMILES | USP1-UAF1 inh | rTrxR1 inhibitor | Glioma ERSR ind | LDHA block | RGS4 inhibitor | Vif-APOBEC3G blk | TrxR1 substrate | Vif-A3F inh | mIDH1 inhibitor
CC(=O)NCCN=Cc1sc2ccccc2c1O | -12% | 2% | -1% | 1 | -34% | 2% | -3% | -9% | 0%
CN(CC(=O)NCC1CCCCC1)CC(=O)Nc1ccccc1Br | -7% | -12% | -4% | -1 | 10% | 3% | -13% | 2% | 2%
COCCN(C(=O)Cc1cccs1)C(C(=O)NCc1ccc(OC)cc1)c1ccc(C)cc1 (stereo unspecified) | u | 8% | -4% | -4 | 8% | 0% | 6% | -12% | 4%
COCCNC(=O)C(c1ccc(F)cc1)N(C(=O)CCC(=O)Nc1ccccn1)c1ccc(C)cc1 (stereo unspecified) | u | 7% | -4% | -8 | -6% | 0% | 0% | 0% | 0%
COc1cccc(C(c2nnnn2Cc2ccc(F)cc2)N2CCC(C(N)=O)CC2)c1OC (stereo unspecified) | 6% | 13%[57.1 µM] | -6% | -7 | 1% | -1% | 7%[57.1 µM] | 6% | -1%
CCCCN(C(=O)c1ccc(N(C)S(=O)(=O)c2ccc(C)cc2)cc1)c1c(N)n(CCCC)c(=O)[nH]c1=O | -7% | 6%[57.1 µM] | -3% | -6 | -8% | 0% | 2%[57.1 µM] | -8% | 0%
COCCCn1c(SCC(=O)NCc2ccco2)nc2sc3c(c2c1=O)CCC3 | -21% | u | -1% | -1 | -18% | 1% | 4% | -3% | 2%
C[C@H](CO)N1C[C@H](C)[C@@H](CN(C)C(=O)CCCN(C)C)OCc2cn(nn2)CCCC1=O | -13% | x | 3% | -4 | x | -1% | x | -2% | 2%
COc1ccc(C2=C(C)C(N3CCN(c4ccc(OC)cc4)CC3)=NS2(=O)=O)cc1 | -1% | 19% | -1% | -1 | 6% | 2% | 1% | 4% | 8%
COc1ccc(NS(=O)(=O)c2ccc(C(=O)Nc3c(C)n(C)n(-c4ccccc4)c3=O)cc2)cc1 | -8% | 25%[57.1 µM] | -4% | -5 | 12% | -8% | 11%[57.1 µM] | u | 0%
Cc1ccc(NS(=O)(=O)c2cccc(C(=O)NCC(c3ccco3)N3CCCC3)c2)cc1 (stereo unspecified) | -5% | 12% | 0% | -8 | 8% | 0% | -2% | 7% | -4%
CC(=O)N/C(=N/c1nc(C)cc(C)n1)Nc1cccc(C)c1C | -7% | 3%[57.1 µM] | -4% | -5 | -7% | 0% | 2%[57.1 µM] | 17% | 4%
CCOC(=O)c1c(C)oc2ccc(N(C(C)=O)S(=O)(=O)c3c(C)cc(C)cc3C)cc12 | -17% | 16% | -3% | -4 | -1% | -1% | 7% | 5% | 6%
O=C(CCC1CCCCC1)Nc1cc(C(F)(F)F)ccc1N1CCOCC1 | -21% | -1% | -5% | 3 | 9% | -7% | -6% | 13% | 13%
CCN(Cc1ccncc1)C(=O)C1CCN(S(=O)(=O)c2cccs2)CC1 | -9% | 16% | -2% | 1 | 1%[56.9 µM] | 3% | 14% | -8% | 0%
Cc1nc(NC(=O)c2ccco2)sc1C(=O)O | -13% | -3% | -3% | -13 | -3% | 0% | -6% | -6% | -4%
CCOC(=O)c1c(C)nsc1NC(=O)C1CCCCC1 | -17% | -7% | -2% | 2 | -6% | -4% | -2% | -6% | 6%
COc1ccc(CN=C2NC(=O)CC(C(=O)Nc3ccc(Cl)cc3)S2)cc1 (stereo unspecified) | -6% | 10% | -5% | -1 | 13% | 1% | 2%[57.1 µM] | 6% | -2%
CC1(C)CC(=O)C=C(NNC(=O)c2ccc(N)cc2)C1 | -10% | u | -1% | 4 | 18% | -2% | -11% | -6% | 1%
COc1ccc(C(=O)n2nc(-c3ccc(Cl)cc3)nc2N)cc1OC | -7% | -3% | 2% | -5 | 24% | -15% | -6% | -4% | -3%
Cc1ccccc1CSCC1Nc2ccc(C(=O)NCCc3ccccc3)cc2NC1=O (stereo unspecified) | -27% | x | 0% | -1 | x | -17% | x | -19% | 4%
CC(=O)N1CCCc2ccccc21 | -3% | 27%[57.1 µM] | -1% | -3 | -25% | -1% | 6%[57.1 µM] | 0% | 4%
O=C1CCSc2ccc(Cl)cc2N1Cc1ccc(Cl)cc1 | -27% | 27%[57.1 µM] | -7% | 3 | -30% | -12% | 10%[57.1 µM] | 6% | 5%
Cc1ccnc2nc(C(=O)OCC(=O)Nc3ccccc3C(C)(C)C)nn12 | -20% | 20% | -2% | -6 | -6% | 1% | 2% | 0% | -3%
O=C(NNc1ccccc1)NC(Cc1ccccc1)C(=O)O (stereo unspecified) | -20% | -14% | -5% | -1 | -10% | 3% | -11% | -15% | -2%

New compounds follow.
SMILES | USP1-UAF1 inh | rTrxR1 inhibitor | Glioma ERSR ind | LDHA block | RGS4 inhibitor | Vif-APOBEC3G blk | TrxR1 substrate | Vif-A3F inh | mIDH1 inhibitor
CCOC(=O)N1CCN(C(=O)c2ccc3c(c2)N=C(C)c2cc(Cl)ccc2S3)CC1 | -20% | 20% | -3% | -2 | 5% | 0% | 5% | 6% | -4%
Cc1ccc(-c2csc(NC(=O)C3=NN(c4ccccc4)C(=O)CC3)n2)cc1 | -6% | 13%[57.1 µM] | 2% | -14 | 2% | -1% | 2%[57.1 µM] | -4% | -3%
Cc1ccc2nc(NC(=O)c3ccc(Cn4cc(Cl)cn4)o3)sc2c1 | -21% | 7% | -3% | 4 | -16% | 0% | 54%[activator] | 1% | -1%
COc1cc(CCCN2CCNC[C@@H]2CC2CCCCC2)cc(OC)c1OC | -19% | 7% | -4% | 1 | 16% | 4% | 1% | 0% | -9%
O=C(Oc1ccc(-c2nnco2)cc1)c1ccco1 | -6% | -9%[57.1 µM] | -2% | -8 | 5% | 0% | -6%[57.1 µM] | 0% | -7%
CC1=C(C(N)=O)C(c2ccc(C(C)C)cc2)n2nc(SCc3ccccc3F)nc2N1 (stereo unspecified) | -24% | 15%[2.29 µM] | -6% | -1&-1 | -2% | 0% | -6%[2.29 µM] | 0% | 13%
COc1cccc(N2CCN(C(=S)Nc3ccc(C)cc3C)CC2)c1 | -5% | 10% | -6% | -2 | -1% | 0% | 2% | 1% | 12%
CCN(CC)S(=O)(=O)c1ccc2c(c1)c(=O)c(C(=O)NCc1ccc(Cl)cc1)cn2C | -23% | 31% | -2% | 3 | 2% | 2% | 3% | -6% | -5%
Cc1cccc(C)c1-n1c(SCC(=O)N2CC(=O)Nc3ccccc32)nc2ccccc2c1=O | -21% | 16% | -1% | -3 | 7% | 1% | 6% | -1% | u

Part of the list above, set out differently:
SMILES	USP1-UAF1 inh	rTrxR1 inhibitor	Glioma ERSR ind	LDHA block	RGS4 inhibitor	Vif-APOBEC3G blk	TrxR1 substrate	Vif-A3F inh	mIDH1 inhibitor
COc1cc(CCCN2CCNC[C@@H]2CC2CCCCC2)cc(OC)c1OC	-19%	7%	-4%	1	16%	4%	1%	0%	-9%
O=C(Oc1ccc(-c2nnco2)cc1)c1ccco1	-6%	-9%[57.1 µM]	-2%	-8	5%	0%	-6%[57.1 µM]	0%	-7%
CC1=C(C(N)=O)C(c2ccc(C(C)C)cc2)n2nc(SCc3ccccc3F)nc2N1 (stereo unspecified)	-24%	15%[2.29 µM]	-6%	-1&-1	-2%	0%	-6%[2.29 µM]	0%	13%
COc1cccc(N2CCN(C(=S)Nc3ccc(C)cc3C)CC2)c1	-5%	10%	-6%	-2	-1%	0%	2%	1%	12%
CCN(CC)S(=O)(=O)c1ccc2c(c1)c(=O)c(C(=O)NCc1ccc(Cl)cc1)cn2C	-23%	31%	-2%	3	2%	2%	3%	-6%	-5%
Cc1cccc(C)c1-n1c(SCC(=O)N2CC(=O)Nc3ccccc32)nc2ccccc2c1=O	-21%	16%	-1%	-3	7%	1%	6%	-1%	u
